Growth percent in the NCI-60 one-dose screen (48 h, 10 µM unless noted): 100 = growth as untreated, 0 = no growth, -100 = all killed.
MOLT-4 – MOLT-4 leukemia cells; hit rate 6.9% among 80,000; AID 1794779
HOP-62 – HOP-62 NSCLC | hit rate 3.9% among 80,000
SR – SR leukemia cells. hit rate 8.7% among 73,000. AID 1794780
RPMI-8226 – RPMI-8226 leukemia cells; hit rate 7.5% among 77,000
MDA-MB-468 – MDA-MB-468 breast cancer; hit rate 8.5% among 78,000
MDA-MB-435 – MDA-MB-435 melanoma | AID 1794794 | hit rate 7.8% among 82,000
CCRF-CEM – CCRF-CEM leukemia; hit rate 7% among 77,000
K-562 – K-562 leukemia | hit rate 7.4% among 78,000 | AID 1794777
Starred values were filed as active, the others as inactive; & = joins results of further samples. How the source made its calls: active means growth percent below 10; inactive means the rest.

How did CCNC(CCCC1CCCCC1)C(=O)O (centres undefined) do in these assays?
MOLT-4: 98.5; HOP-62: 91.6; SR: 98.3; RPMI-8226: 85.1; MDA-MB-468: 94.7; MDA-MB-435: 99.9; CCRF-CEM: 67.4; K-562: 102.9

Results for NS(=O)(=O)c1ccc(Nc2nc(NNC(=O)CCl)nc(Nc3ccccc3)n2)cc1 ?
MOLT-4: 100.9; HOP-62: 120.1; SR: 85.3; RPMI-8226: 109.6; MDA-MB-468: 71.6; MDA-MB-435: 96.5; CCRF-CEM: 85.4; K-562: 96.0

What do the screens show for `Cc1cccc(NS(=O)(=O)N2CCCCC2)c1`?
MOLT-4: 98.1; HOP-62: 93.6; SR: 91.8; RPMI-8226: 114.2; MDA-MB-468: 101.3; MDA-MB-435: 106.0; CCRF-CEM: 105.5; K-562: 100.7

How did COc1ccc(-c2ccc3c(c2)sc2nc(-c4ccc(F)cc4)cn23)cc1 do in these assays?
HOP-62: 66.3; SR: 93.4; RPMI-8226: 76.7; MDA-MB-468: 66.7; MDA-MB-435: 74.3; CCRF-CEM: 98.8; K-562: 76.6

Results for Cc1ncc(C(=O)Nc2ccc(CN3CCN(C)CC3)c(C(F)(F)F)c2)cc1C#Cc1cncc2ncccc12 ?
MOLT-4: 41.6; HOP-62: 59.4; SR: -13.2*; RPMI-8226: 49.7; MDA-MB-468: 99.3; MDA-MB-435: 36.9; CCRF-CEM: 66.7; K-562: -10.7*

How did Nc1nc2ccccc2c2c(=O)c3cccc(Cl)c3sc12 do in these assays?
MOLT-4: 104.5; HOP-62: 81.8; SR: 89.0; RPMI-8226: 96.1; MDA-MB-468: -0.9*; MDA-MB-435: 96.9; CCRF-CEM: 96.3; K-562: 91.7

How did Cc1ccc2nc(C)c(-c3nnc(SCCC(C)C)o3)n2c1 do in these assays?
MOLT-4: 90.8; HOP-62: 87.5; RPMI-8226: 93.2; MDA-MB-468: 100.0; MDA-MB-435: 110.6; CCRF-CEM: 103.8; K-562: 87.0

How did CC(=O)NCC1(c2ccccc2)CCN(CCCC(=O)c2ccc(F)cc2)CC1 do in these assays?
MOLT-4: 101.9; HOP-62: 98.7; SR: 98.9; RPMI-8226: 102.9; MDA-MB-468: 94.8; MDA-MB-435: 109.0; CCRF-CEM: 103.0; K-562: 100.0

What do the screens show for `CC1(C)CCC2(C(=O)O)CCC3(C)C(=CC[C@@H]4C5(C)CCC(=O)C(C)(C)[C@@H]5CCC43C)C2C1` (some centres undefined)?
MOLT-4: 70.6; HOP-62: 102.8; SR: 58.2; RPMI-8226: 58.9; MDA-MB-468: 51.4; MDA-MB-435: 76.5; K-562: 49.0

What do the screens show for `O/N=C\c1cc(-c2ccc(Cl)cc2)on1`?
MOLT-4: 100.2; HOP-62: 109.4; SR: 82.6; RPMI-8226: 92.4; MDA-MB-468: 106.9; MDA-MB-435: 101.4; CCRF-CEM: 102.9; K-562: 110.8

Results for Cc1nnc(/N=C2\NC(=O)/C(=C/c3cccnc3)S2)s1 ?
MOLT-4: 104.2; HOP-62: 102.5; SR: 112.2; RPMI-8226: 99.5; MDA-MB-468: 107.0; MDA-MB-435: 102.2; CCRF-CEM: 115.1; K-562: 97.9

Results for CC(=O)O[C@H]1CC[C@]2(C)[C@H]3C(=O)C=C4[C@@H]5C[C@](C)(C(=O)N6CCCN(COC(=O)c7ccco7)CC6)CC[C@]5(C)CC[C@@]4(C)[C@]3(C)CC[C@H]2C1(C)C ?
MOLT-4: 97.0; HOP-62: 103.8; SR: 100.9; RPMI-8226: 91.5; MDA-MB-468: 85.5; MDA-MB-435: 96.8; CCRF-CEM: 100.5; K-562: 95.1

How did C[n+]1ccccc1 do in these assays?
MOLT-4: 87.9; HOP-62: 91.5; SR: 102.7; RPMI-8226: 100.1; MDA-MB-468: 95.1; MDA-MB-435: 98.8; CCRF-CEM: 96.4; K-562: 100.2

What do the screens show for `Cc1ccc2c(n1)C(=O)C(Br)=C(CCc1ccccc1)C2=O`?
MOLT-4: 19.4; HOP-62: 105.3; SR: 15.9; RPMI-8226: 39.3; MDA-MB-468: 96.7; MDA-MB-435: 101.3; CCRF-CEM: 29.5; K-562: 16.6

What do the screens show for `COc1ccc(-c2cc(-c3cccnc3)c(C#N)c(=O)[nH]2)cc1S(N)(=O)=O`?
MOLT-4: 108.5; HOP-62: 90.6; RPMI-8226: 99.2; MDA-MB-468: 91.6; MDA-MB-435: 101.6; K-562: 105.3

What do the screens show for `Clc1ccc2c(NCCCNc3nc(-n4ccnc4)nc4ccccc34)ccnc2c1`?
MOLT-4: 68.0; HOP-62: 83.0; SR: 58.4; RPMI-8226: 69.3; MDA-MB-468: 53.3; MDA-MB-435: 92.6; CCRF-CEM: 75.2

How did COC(=O)C1C2CC(C(Br)C2Br)C1C(=O)O (centres undefined) do in these assays?
MOLT-4: 86.3&91.2; HOP-62: 104.1&106.7; SR: 107.6&99.0; RPMI-8226: 101.2&90.7; MDA-MB-468: 98.8&121.5; MDA-MB-435: 113.6&117.2; CCRF-CEM: 100.9&75.9; K-562: 109.3&100.4

What do the screens show for `OCCCCc1ccccc1`?
MOLT-4: 92.6; HOP-62: 108.7; SR: 108.3; RPMI-8226: 109.0; MDA-MB-468: 104.3; MDA-MB-435: 104.7; K-562: 91.1

Results for COc1cc(-c2nn(CN3CCN(S(=O)(=O)c4ccc(Cl)cc4)CC3)c(=S)o2)cc(OC)c1OC ?
MOLT-4: 102.8; HOP-62: 86.4; RPMI-8226: 94.9; MDA-MB-468: 81.4; MDA-MB-435: 93.4; CCRF-CEM: 97.3; K-562: 89.7

How did COc1ccc(Cn2c(Br)c3c(c2-c2ccccc2)CCc2sc(NC(C)=O)nc2-3)cc1 do in these assays?
MOLT-4: 70.2; HOP-62: 89.4; SR: 73.6; RPMI-8226: 84.4; MDA-MB-468: 90.8; MDA-MB-435: 95.9; CCRF-CEM: 67.7; K-562: 77.9

5 compounds drawn at random from those above:
How did CCNC(CCCC1CCCCC1)C(=O)O (centres undefined) do in these assays?
MOLT-4: 98.5; HOP-62: 91.6; SR: 98.3; RPMI-8226: 85.1; MDA-MB-468: 94.7; MDA-MB-435: 99.9; CCRF-CEM: 67.4; K-562: 102.9

What do the screens show for `Cc1ccc2c(n1)C(=O)C(Br)=C(CCc1ccccc1)C2=O`?
MOLT-4: 19.4; HOP-62: 105.3; SR: 15.9; RPMI-8226: 39.3; MDA-MB-468: 96.7; MDA-MB-435: 101.3; CCRF-CEM: 29.5; K-562: 16.6

Results for COc1cc(-c2nn(CN3CCN(S(=O)(=O)c4ccc(Cl)cc4)CC3)c(=S)o2)cc(OC)c1OC ?
MOLT-4: 102.8; HOP-62: 86.4; RPMI-8226: 94.9; MDA-MB-468: 81.4; MDA-MB-435: 93.4; CCRF-CEM: 97.3; K-562: 89.7

What do the screens show for `Clc1ccc2c(NCCCNc3nc(-n4ccnc4)nc4ccccc34)ccnc2c1`?
MOLT-4: 68.0; HOP-62: 83.0; SR: 58.4; RPMI-8226: 69.3; MDA-MB-468: 53.3; MDA-MB-435: 92.6; CCRF-CEM: 75.2

How did Cc1ccc2nc(C)c(-c3nnc(SCCC(C)C)o3)n2c1 do in these assays?
MOLT-4: 90.8; HOP-62: 87.5; RPMI-8226: 93.2; MDA-MB-468: 100.0; MDA-MB-435: 110.6; CCRF-CEM: 103.8; K-562: 87.0

Continuation.
What do the screens show for `O=C1CC(c2ccccc2O)Cc2c1cnn2-c1nc2ccccc2[nH]1` (centres undefined)?
MOLT-4: 78.5; HOP-62: 131.5; SR: 88.9; RPMI-8226: 83.4; MDA-MB-468: 92.1; MDA-MB-435: 94.2; CCRF-CEM: 88.3; K-562: 76.6

Results for COc1ccc(C2C=C(C)N=C3SC=C(C)N32)cc1OC (centres undefined) ?
MOLT-4: 99.4; HOP-62: 103.0; SR: 100.8; RPMI-8226: 99.7; MDA-MB-468: 111.5; MDA-MB-435: 103.2; CCRF-CEM: 97.3; K-562: 108.3

How did S=C1SCC(c2ccccc2)S1 (centres undefined) do in these assays?
MOLT-4: 106.9; HOP-62: 107.7; SR: 102.7; RPMI-8226: 102.1; MDA-MB-468: 99.6; MDA-MB-435: 102.1; CCRF-CEM: 100.7; K-562: 106.0

What do the screens show for `COc1ccc(-c2cc(=O)c3ccc4ccccc4c3o2)cc1OC`?
MOLT-4: 45.6; HOP-62: 55.9; RPMI-8226: 29.6; MDA-MB-468: 61.3; MDA-MB-435: 66.1; K-562: 50.0

What do the screens show for `CN(C)c1ccc(/C=C(\C#N)C(=O)c2ccccc2)cc1`?
MOLT-4: 76.9; HOP-62: 99.5; SR: 49.3; RPMI-8226: 77.9; MDA-MB-468: 84.6; MDA-MB-435: 97.3; CCRF-CEM: 70.3; K-562: 84.0

How did CCCCC(=O)OC1CCCCC1 do in these assays?
MOLT-4: 91.6; HOP-62: 108.5; SR: 80.0; RPMI-8226: 99.2; MDA-MB-468: 100.8; MDA-MB-435: 104.0; K-562: 93.0

What do the screens show for `COc1ccc(C2OC3=C(Nc4cc(C)c(C)cc4N3)C2=O)cc1` (centres undefined)?
MOLT-4: 77.7; HOP-62: 99.8; SR: 99.4; RPMI-8226: 81.4; MDA-MB-468: 97.8; MDA-MB-435: 113.4; CCRF-CEM: 105.1

What do the screens show for `C/C(=N\NC(=O)CSc1nc2ccccc2c(=O)n1CCc1ccc(S(N)(=O)=O)cc1)c1ccc(F)cc1`?
MOLT-4: 69.8; HOP-62: 48.8; SR: 78.3; RPMI-8226: 71.5; MDA-MB-468: 77.8; MDA-MB-435: 90.0; CCRF-CEM: 81.5; K-562: 80.6

What do the screens show for `O=C(/C=C/c1ccccc1)COC(=O)c1ccccc1`?
MOLT-4: 100.1; HOP-62: 112.1; SR: 84.2; MDA-MB-468: 113.6; MDA-MB-435: 110.3; CCRF-CEM: 80.7; K-562: 97.8

How did Cc1cccc2c1nc(-c1ccc(O)c(O)c1)n2Cc1c(F)cccc1F do in these assays?
MOLT-4: 60.8; HOP-62: 89.8; SR: 81.9; RPMI-8226: 62.8; MDA-MB-468: 99.3; MDA-MB-435: 90.1; CCRF-CEM: 59.6; K-562: 81.3

What do the screens show for `COc1cccc(/C=C\C(=O)/C=C/C=C/c2ccccc2)c1`?
MOLT-4: 75.1; HOP-62: 111.7; SR: 75.1; RPMI-8226: 96.8; MDA-MB-468: 114.2; MDA-MB-435: 98.7; K-562: 91.7

What do the screens show for `O=C1CC(c2ccccc2)Sc2ccccc2N1` (centres undefined)?
MOLT-4: 91.8; HOP-62: 84.5; RPMI-8226: 88.6; MDA-MB-468: 92.8; MDA-MB-435: 89.5; CCRF-CEM: 99.7; K-562: 89.3

What do the screens show for `COc1ccc(-c2nc3ccccn3c2/C=C/C(=O)c2cc(OC)c(OC)c(OC)c2)cc1`?
MOLT-4: 61.6; HOP-62: 70.8; SR: 18.8; RPMI-8226: 29.8; MDA-MB-435: 38.6; CCRF-CEM: 41.7; K-562: 49.8

Results for C/C(=C(/C#N)C(=O)O)c1ccccc1 ?
MOLT-4: 88.2; HOP-62: 102.0; SR: 79.8; RPMI-8226: 101.2; MDA-MB-468: 104.0; MDA-MB-435: 99.4; CCRF-CEM: 98.6; K-562: 89.1

How did COc1cc(C2c3cc4c(cc3C(OC(=O)C[n+]3ccccc3)C3COC(=O)C23)OCO4)cc(OC)c1OC (centres undefined) do in these assays?
MOLT-4: 15.5; HOP-62: 19.3; SR: 11.5; RPMI-8226: 36.2; MDA-MB-468: 5.1*; MDA-MB-435: -8.6*; CCRF-CEM: 12.9; K-562: 6.8*

What do the screens show for `O=C(Nc1ccc(F)cc1)c1cc2ccccc2cc1O`?
MOLT-4: 46.9; HOP-62: 78.7; SR: 43.2; RPMI-8226: 37.9; MDA-MB-468: 60.8; MDA-MB-435: 86.3; CCRF-CEM: 71.6; K-562: 45.6

Results for O=C(/C=C\C=C\c1ccccc1)c1ccc([N+](=O)[O-])cc1 ?
MOLT-4: 76.5; HOP-62: 109.1; SR: 84.1; RPMI-8226: 81.6; MDA-MB-435: 97.0; CCRF-CEM: 88.2; K-562: 90.5

How did Cc1ccc(NCC(=O)Nn2c(COc3ccccc3)nc3ccccc3c2=O)cc1 do in these assays?
MOLT-4: 105.6; HOP-62: 27.4; RPMI-8226: 85.9; MDA-MB-468: 80.1; MDA-MB-435: 92.6; CCRF-CEM: 101.1; K-562: 88.2

How did C=C(C)CN(CC(=C)C)C(=O)c1ccccc1 do in these assays?
MOLT-4: 85.8; HOP-62: 101.4; SR: 93.7; RPMI-8226: 103.2; MDA-MB-468: 104.1; MDA-MB-435: 107.1; CCRF-CEM: 92.7; K-562: 102.9

What do the screens show for `CCCCCCCCCCN1CC2CCCCC2C1` (centres undefined)?
MOLT-4: 50.2; HOP-62: 69.4; SR: 12.9; RPMI-8226: 51.6; MDA-MB-468: 54.7; MDA-MB-435: 91.3; CCRF-CEM: 46.1; K-562: 24.4

What do the screens show for `COc1ccc(C(=O)C(C#N)c2cc(OC)c(OC)c(OC)c2)cc1` (centres undefined)?
MOLT-4: 88.0; HOP-62: 108.8; SR: 71.5; RPMI-8226: 96.7; MDA-MB-468: 102.0; MDA-MB-435: 101.5; CCRF-CEM: 102.1; K-562: 98.1

Results for CCOC(=O)c1[nH]c(C)c(/C=N/O)c1C ?
MOLT-4: 116.0; HOP-62: 83.8; SR: 123.2; RPMI-8226: 107.2; MDA-MB-435: 103.9; CCRF-CEM: 101.6; K-562: 118.4

Results for OCCNc1nc(Nc2ccc(C3=NN(c4cc(Cl)cc(Cl)c4)C(c4ccc(F)cc4)C3)cc2)nc(N2CCOCC2)n1 (centres undefined) ?
MOLT-4: 57.5; HOP-62: 75.7; SR: 79.6; RPMI-8226: 67.9; MDA-MB-468: 85.4; MDA-MB-435: 65.5; CCRF-CEM: 57.1; K-562: 58.0

Results for COc1cc(/C=C2\COc3ccc(O)c(O)c3C2=O)cc(OC)c1 ?
MOLT-4: -24.3*; HOP-62: 2.7*; SR: -13.6*; MDA-MB-468: -0.9*; MDA-MB-435: 0.6*; CCRF-CEM: 3.2*; K-562: -0.2*

Screening results from PubChem BioAssay.
